Assay outcomes: PubChem BioAssay, National Center for Advancing Translational Sciences (NCATS)
GAA inhib = inhibitors of human lysosomal alpha-glucosidase | P10253 | purified human GAA, 4-MU-alpha-glucoside fluorescence | Potency, µM (doses to about 76.9 µM), without a hit: top-dose activity change, negative = inhibition, hits mostly inhibitors | actives 0.005% (n = 200,000);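 also: plate controls were uninhibited enzyme wells for no effect and no-enzyme background for full effect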
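Fluorescence at Ex 365/Em 440 nm from 4-methylumbelliferone reported enzyme activity after 20 min at room temperature. Reactions used 4 nM enzyme and 400 uM substrate at pH 5.0; curves fitted with the Hill equation.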
GAA glycogen mod = inhibitors or activators of human alpha-glucosidase glycogen cleavage; Potency, µM (top dose mostly 76.4 µM), without a hit: at the top dose activity change, negative = inhibition, hits mostly inhibitors; actives 0.38% (n = 300,000); recombinant GAA, glycogen substrate, Amplex Red glucose oxidase fluorescence;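 also: 0% = full enzyme reaction and -100% = no-enzyme basal signal; the screen sought inhibitors and activators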
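Recombinant human alpha-glucosidase (4 nM final) hydrolysed bovine liver glycogen (30 ug) for 40 min at 37 C in pH 5.0 citrate/phosphate with 0.01% Tween-20. Released glucose detected by glucose oxidase/Amplex Red, Ex 573/Em 610 nm. Compounds up to 77 uM; AC50 from Hill fits.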
Tau fluor counter = counter-screen for tau fibril formation inhibitors | actives 0.93% (n = 280,000) | tau K18 P301L (four-repeat tau fragment) Alexa594 fluorescence, heparin fibrillization | AID 1463 | Potency, µM (series often up to 57.7 µM), without a hit: top-dose activity change, negative = decrease; also: % is scaled to controls: 0 for no effect and ±100 for the full control effect; nearly all actives have a fitted effect of over 55% in size
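Human K18 P301L tau (15 uM unlabeled plus 0.24 uM Alexa 594-labeled, final) in 100 mM sodium acetate pH 7 was mixed with compound and 20 uM heparin and incubated 6 hr at 37 C.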
Epigenetic derep = derepresses silenced GFP reporter in murine cells. murine LDR cells, GFP reporter derepression, 30 h. Potency, µM (highest dose often 53.9 µM), inactives show at the highest dose GFP activation, actives largely listed as activators. actives 0.2% (n = 280,000); also: % of control where 0% means no effect; nearly all actives have a fitted effect of over 60% in size
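Readout is the number of GFP-expressing murine LDR cells, counted by cytometry following washing. Cells were treated with compound for 30 h at 37 C; the stably integrated CMV-GFP locus is normally silent.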
ALDH1A1 block = blocks purified human ALDH1A1 activity; actives 7.3% (n = 220,000); AID 1030; Potency, µM (top dose mostly 75.3 µM), for the others: at the top dose activity, negative = inhibition, hits mostly inhibitors; Purified ALDH1A1, NADH fluorescence, propionaldehyde substrate; P00352; active = well fitted inhibition curve with a large enough effect, not every such curve was filed as active; inconclusive = small, poorly fitted or top-dose-only effect, or another doubt; inactive = no such curve, though single readings can be large or run the other way;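 also: plate controls were no enzyme wells and a reference inhibitor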
Target sequence (P00352 whole entry, looked up): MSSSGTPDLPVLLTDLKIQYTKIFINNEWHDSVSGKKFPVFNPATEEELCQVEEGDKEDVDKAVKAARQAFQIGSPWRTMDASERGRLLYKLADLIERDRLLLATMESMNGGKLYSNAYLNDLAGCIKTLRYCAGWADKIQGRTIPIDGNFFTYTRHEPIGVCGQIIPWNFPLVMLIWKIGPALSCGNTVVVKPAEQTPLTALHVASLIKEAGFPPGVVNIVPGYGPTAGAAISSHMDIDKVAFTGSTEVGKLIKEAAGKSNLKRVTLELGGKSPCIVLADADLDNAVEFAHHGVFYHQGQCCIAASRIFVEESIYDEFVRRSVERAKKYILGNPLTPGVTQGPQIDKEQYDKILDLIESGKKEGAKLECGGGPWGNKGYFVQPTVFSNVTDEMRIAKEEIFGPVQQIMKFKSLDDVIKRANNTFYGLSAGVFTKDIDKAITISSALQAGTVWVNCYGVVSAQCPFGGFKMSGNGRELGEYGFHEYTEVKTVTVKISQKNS
aGal spleen mod = inhibits or activates alpha-galactosidase in human spleen homogenate | actives 0.008% (n = 240,000) | AID 2107 | Potency, µM (series often up to 80 µM), without a hit: at the highest dose activity change, negative = inhibition, usual class: inhibitors | P06280 | human spleen homogenate, 4MU-alpha-Gal fluorescence, 40 min;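 also: 0% = enzyme with vehicle and -100% = no enzyme basal signal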
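qHTS titration in buffer at pH 5.0. Alpha-galactosidase activity in spleen homogenate was measured via 4-methylumbelliferone release from 1 mM fluorogenic substrate after 40 min at 37C and a pH 10 stop. AC50 came from Hill fits of control-normalized data.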
GAA spleen mod = inhibitors or activators of human alpha-glucosidase in spleen homogenate; AID 2112; actives 0.006% (n = 240,000); human spleen homogenate, 4-MU-alpha-glucoside fluorescence; Potency, µM (series often up to 79.9 µM), inactives show top-dose activity change, negative = inhibition, most hits filed as inhibitors; P10253;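 also: 0% = enzyme with vehicle and -100% = no enzyme basal signal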
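Human spleen homogenate (1 ug) incubated with compounds and 1 mM 4-methylumbelliferyl-alpha-D-glucopyranoside in pH 5.0 citrate/phosphate buffer, 37 C, 40 min. Stopped at pH 10; 4-MU fluorescence (Ex 365/Em 440 nm); AC50 by Hill fit.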
NPSR antagonist = antagonists of human neuropeptide S receptor cAMP signaling | Q6W5P4 | CHO-NPSR cells, cAMP TR-FRET, antagonist mode | Potency, µM (doses to about 38.3 µM), without a hit: top-dose activity change, negative = inhibition, hits mostly inhibitors | actives 1% (n = 220,000) | AID 1461; also: % is scaled to controls: 0 for no effect and ±100 for the full control effect; nearly all actives have a fitted effect of over 50% in size; many of its hits are not listed in these tables
Target sequence (Q6W5P4 whole entry, looked up): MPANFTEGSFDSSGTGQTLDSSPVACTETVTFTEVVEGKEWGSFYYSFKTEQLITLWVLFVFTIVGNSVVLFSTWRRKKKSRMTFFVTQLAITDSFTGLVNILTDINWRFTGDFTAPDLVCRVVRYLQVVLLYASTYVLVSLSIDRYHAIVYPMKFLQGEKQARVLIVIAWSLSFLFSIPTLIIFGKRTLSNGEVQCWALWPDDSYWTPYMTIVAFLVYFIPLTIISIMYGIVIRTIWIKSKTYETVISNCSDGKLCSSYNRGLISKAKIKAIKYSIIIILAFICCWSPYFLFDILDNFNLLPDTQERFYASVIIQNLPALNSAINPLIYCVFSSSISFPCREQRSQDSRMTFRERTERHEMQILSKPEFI
* = called active by the depositor; ? = inconclusive; / = not tested or not shown; [ ] = remark or other dose. Unless noted, calls follow the shape of the dose curve; as a rule, active = well fitted curve in the direction sought with a large enough effect; inconclusive = small, poorly fitted or top-dose-only effect, or another doubt; inactive = no such curve, though single readings can be large; an effect the other way counts as inactive or inconclusive. Potency is read from the fitted curve at half-maximal effect. Some of the compounds tested; the hit share may differ from the screen's.

Second line of a record: GAA inhib, GAA glycogen mod, Tau fluor counter, Epigenetic derep, ALDH1A1 block, aGal spleen mod, GAA spleen mod, NPSR antagonist
> O=C(NCCSCc1ccc(Cl)cc1)c1cccs1
 : 3%, 3%, -27%, 0.9%, -3%, -4%, -7%, 21%
> O=C(COc1ccccc1-c1ccccc1)NCCN1C(=O)S/C(=C\c2cccnc2)C1=O
 : 4%, 3%, -10%, ?, -12%, 14%, 1%, -17%[46.1 µM]
> CC(C(=O)Nc1cccnc1)C1Sc2ccccc2NC1=O (configuration not stated)
 : ?, 15%, -22%, 8.2%, -2%, -3%, -4%, -8%
> COc1ccc2oc(=O)c(-c3csc(Nc4ccc(O)cc4)n3)cc2c1
 : 0%, -2%, 3.2µM*[quencher], ?, -5%, 1%, -4%, -28%
> Cc1cc(C)c2c(N)c(C(=O)c3ccccc3Cl)sc2n1
 : 4%, -11%, -22%, 0.5%, ?, -2%, 0%, 20%
> COc1ccc(C(=O)n2c(-c3ccco3)nc3ccccc32)cc1
 : -10%, -1%, -25%, 0.2%, ?, 5%, 5%, 0%[46.1 µM]
> Cc1ccc(S(=O)(=O)/N=C(/c2ccccc2)N2CCOCC2)c(C)c1
 : 4%, 0%, 1%, -2.9%, 2%, 4%, -4%, -4%
> O=C1Nc2ncccc2OC1CCO (configuration not stated)
 : 1%, 1%, -4%, 0.3%, 4%, -6%, -11%, -8%[46.1 µM]
> COc1ccc(S(=O)(=O)NCCc2ccccc2)cc1
 : -2%, 1%, -10%, 0.0%, ?, 1%, 1%, -2%[46.1 µM]
> O=C(O)CCCCCN1C(=O)/C(=C\c2ccncc2)SC1=S
 : -3%, 1%, -5%, 2.8%, -3%, 7%, -1%, 3%
> Cc1ccc(/C=C/C(=O)Nc2cc(S(N)(=O)=O)ccc2O)cc1
 : 0%, 2%, -17%, -1.5%, ?, -24%, -15%, -4%
> Cc1n[nH]c(C)c1SCC(=O)Nc1ccc(F)cc1
 : -6%, 1%, -4%, -0.8%, -5%, -2%, -5%, -4%[46.1 µM]
> CCOc1ccc(C(=O)c2ccc(OC)c(O)c2O)cc1
 : /, /, ?, -1.3%, -4%, 14%, 7%, /
> O=C(NC1CCCCCC1)C(=S)N1CCOCC1
 : 10%, -4%, -1%, 1.1%, 10µM*, 4%, 6%, 4%
> CC(C)=CCN1CCN(Cc2cccn2-c2ccccn2)CC1CCO (configuration not stated)
 : 5%, -11%, 11%, 1.1%, 2%, -5%, -7%, -1%
> CCC1OC2(C)OC(=N)C1(C#N)C(C#N)(C#N)C2c1ccccc1 (configuration not stated)
 : ?, 6%, -15%, 1.0%, ?, ?, 30%, 4%
> COC(=O)COn1c(-n2nc(C)cc2C)nc2ccccc2c1=O
 : 4%, 2%, -5%, ?, 4%, 11%, 2%, -11%[46.1 µM]
> COc1cc(S(=O)(=O)N2CCCC2)c(C)cc1C
 : -2%, 0%, -5%, 0.1%, 6%, 8%, /, 4%
> C=CC[N+](C)(C)CCCNC(=O)/C=N/O
 : 1%, -5%, -6%, 0.0%, -3%, 3%, -5%, 26%
> COC(=O)c1ccc(CN2C(=O)NC(CC(C)C)C2=O)cc1 (configuration not stated)
 : -4%, 3%, 2%, -0.5%, 5%, -1%, -2%, 3%
> CC1=CC(=O)C=C(C)C1=NOc1ccccc1[N+](=O)[O-]
 : -5%, 0%, ?, 1.3%, ?, -2%, -4%, 9%
> CC(C)NC(=O)C(=O)NCc1ccccn1
 : /, 3%, 4%, 0.0%, /, -3%, -3%, 25%
> COc1ccc(NC(=S)NCc2ccco2)c(OC)c1
 : 0%, -8%, -9%, -1.4%, 12%, 3%, -2%, ?
> C/C(=N\NC(=O)c1c(Br)c(C)nn1C)c1cccc(NC(=O)c2ccccc2F)c1
 : 1%, -2%, 4%, -3.1%, 4%, 1%, 1%, 3%
> Cc1ccc(NC(=O)COC(=O)[C@H](C)NC(=O)c2ccccc2)cc1S(=O)(=O)N1CCOCC1
 : /, -3%, -5%, -0.3%, /, 0%, -2%, 5%
> COc1cccc(-n2nc(C(=O)N3CCN(Cc4ccccc4)CC3)c3ccccc3c2=O)c1
 : -4%, -5%, -7%, 2.8%, ?, 17%, 13%, 2%
> O=C(NC1CCCc2ccccc21)c1ccccc1Cl (configuration not stated)
 : 1%, 6%, -6%, 0.0%, ?, 2%, 0%, -3%
> O=[N+]([O-])c1ccc(N/N=C/c2c[nH]c3ccccc23)cc1
 : 4%, 18µM*, 7.9µM*[quencher], 14µM*, -16%, -12%, -20%, -12%[46.1 µM]
> N#CCCn1ncn(-c2ccccc2)c1=S
 : -3%, 7%, -9%, -1.0%, 4%, 10%, 4%, -7%[46.1 µM]
> Cc1nn(-c2ccccc2)c(=O)c2ccccc12
 : 1%, -1%, -1%, 6.7%, -12%, 2%, 6%, 8%

Quoted at random: four compounds from above.
Second line of a record: GAA inhib, GAA glycogen mod, Tau fluor counter, Epigenetic derep, ALDH1A1 block, aGal spleen mod, GAA spleen mod, NPSR antagonist
> CC(C)NC(=O)C(=O)NCc1ccccn1
 : /, 3%, 4%, 0.0%, /, -3%, -3%, 25%
> CCOc1ccc(C(=O)c2ccc(OC)c(O)c2O)cc1
 : /, /, ?, -1.3%, -4%, 14%, 7%, /
> CCC1OC2(C)OC(=N)C1(C#N)C(C#N)(C#N)C2c1ccccc1 (configuration not stated)
 : ?, 6%, -15%, 1.0%, ?, ?, 30%, 4%
> Cc1ccc(/C=C/C(=O)Nc2cc(S(N)(=O)=O)ccc2O)cc1
 : 0%, 2%, -17%, -1.5%, ?, -24%, -15%, -4%

The list goes on.
Second line of a record: GAA inhib, GAA glycogen mod, Tau fluor counter, Epigenetic derep, ALDH1A1 block, aGal spleen mod, GAA spleen mod, NPSR antagonist
> O=c1[nH]c(CSc2nnc(-c3ccco3)n2-c2ccccc2)nc2sc3c(c12)CCC3
 : -1%, 0%, -1%, -3.0%, -3%, -6%, 3%, -1%[46.1 µM]
> CC(=O)c1ccc(NC(=S)NNC(=O)c2ccncc2)cc1
 : -10%, ?, -11%, 1.0%, ?, -1%, -1%, 23%
> CCCNS(=O)(=O)c1ccc(NC(=O)Cc2cccs2)cc1
 : -7%, 0%, -6%, 2.3%, 1%, -1%, -12%, 3%[46.1 µM]
> O=C(CN1CCC(O)(c2ccc3c(c2)OCO3)CC1)N1CCOCC1
 : -5%, -9%, -13%, -3.5%, 6%, 9%, 5%, -6%[46.1 µM]
> CCC1CCCCN1C(=O)CSc1nnc(-c2ccco2)o1 (configuration not stated)
 : 0%, 8%, -3%, 0.0%, 20µM*, 4%, -1%, -22%[46.1 µM]
> CCC1CN(C)C2Cc3c([nH]c4ccccc34)C(=O)CC1C2C(=O)OC (configuration not stated)
 : /, -4%, 3%, -1.1%, /, 7%, 3%, 6%
> O=C(COC(=O)c1cc(F)c(F)cc1Cl)NC1CC1
 : ?, 1%, -1%, -1.4%, 14%, 1%, 7%, 4%
> Cc1cccc(OCc2n[nH]c(=S)n2C2CCCCC2)c1
 : 2%, ?, -21%, 2.3%, ?, 2%, -13%, -2%[46.1 µM]
> O=C(CC(SCc1ccco1)c1ccc(O)cc1)c1cccs1 (configuration not stated)
 : ?, -15%, ?, 0.3%, 13µM*, 3%, -9%, -22%[46.1 µM]
> Cc1ccc2cc(CN(CCO)Cc3nnnn3Cc3ccc(F)cc3)c(=O)[nH]c2c1
 : -3%, -1%, 5%, 3.8%, 20µM*, 8%, 3%, ?
> O=C(CCN1CCN(C/C=C/c2ccccc2)CC1)Nc1cccc(F)c1
 : -6%, -6%, -4%, -1.5%, 10%, 1%, 11%, -7%
> Cc1ccc(OCCOCCOc2ccc(Br)cc2/C=N\NC(=O)c2ccncc2)cc1
 : -11%, -5%, ?, 1.1%, -10%, 0%, -19%, -9%
> CN(c1ccccc1)S(=O)(=O)c1ccc(C(=O)NCc2ccccn2)cc1
 : -8%, 1%, -6%, 0.0%, -2%, -6%, -13%, -3%
> COC(=O)c1sc(S(=O)(=O)NCCCN(C)C)c(C(=O)OC)c1C
 : -9%, -5%, -3%, -5.0%, -1%, 2%, 1%, 11%
> Cn1cccc1-c1nc2ccc(NC(=O)c3ccc([N+](=O)[O-])cc3)cc2[nH]1
 : -8%, -2%, ?, 3.2%, -9%, 2%, 2%, -9%[46.1 µM]
> O=C(NCc1ccccc1Cl)c1cnccc1C(F)(F)F
 : 3%, 2%, -14%, -0.4%, 7%, -4%, -6%, -7%
> CN(C)C(=S)Nc1ccc(S(=O)(=O)N2CCCCC2)cc1
 : /, -2%, -13%, -1.7%, /, 2%, -1%, -3%
> CC1(C)CC(=O)C(C=NCC2CCN(C(=O)Cc3ccccc3)CC2)=C(O)C1
 : -3%, 0%, -8%, -0.1%, ?, -4%, -4%, -4%
> CCN(C(=O)COC(=O)/C=C/c1cnc2ccccc2n1)c1ccccc1
 : ?, -1%, -22%, -1.3%, ?, -2%, /, 1%
> COCCNC(=S)NC(=O)CC12CC3CC(CC(C3)C1)C2
 : -6%, 11%, -21%, -2.2%, ?, -1%, -7%, -6%
> O=C(Nc1ccc(-c2ccccc2)cc1)c1ccco1
 : -10%, -2%, 3%, 1.7%, 1%, -7%, /, -10%

Some of the entries above in a different format:
> O=C(CCN1CCN(C/C=C/c2ccccc2)CC1)Nc1cccc(F)c1
  GAA inhib = -6%
  GAA glycogen mod = -6%
  Tau fluor counter = -4%
  Epigenetic derep = -1.5%
  ALDH1A1 block = 10%
  aGal spleen mod = 1%
  GAA spleen mod = 11%
  NPSR antagonist = -7%

> Cc1cccc(OCc2n[nH]c(=S)n2C2CCCCC2)c1
  GAA inhib = 2%
  GAA glycogen mod = ?
  Tau fluor counter = -21%
  Epigenetic derep = 2.3%
  ALDH1A1 block = ?
  aGal spleen mod = 2%
  GAA spleen mod = -13%
  NPSR antagonist = -2%[46.1 µM]

Arranged by the number under ALDH1A1 block (low to high): 3 from the list above.
Structure | ALDH1A1 block
COC(=O)c1sc(S(=O)(=O)NCCCN(C)C)c(C(=O)OC)c1C | -1%
O=C(Nc1ccc(-c2ccccc2)cc1)c1ccco1 | 1%
O=C(COC(=O)c1cc(F)c(F)cc1Cl)NC1CC1 | 14%
